High-throughput results from PubChem.
SSB-PriA inh = K. pneumoniae PriA-SSBct interaction inhibition | AlphaScreen SSBct-PriA binding, biotinylated peptide | inhibition, % at 33 µM | 0.6% of 430,000 active; in the data active = inhibition mostly above about 37%, no sharp cut-off; inactive = mostly below about 20%;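 also: plate controls were negative control peptide for no effect and reference peptide for full effect; strong numbers were not always called active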
* marks the source's active call; other numbers are inactive results; i = inactive; & = joins results of further samples. The list is partial, so the mix of outcomes need not match the whole.

SMILES	SSB-PriA inh
COc1ccc(C=NNc2snc(SC)c2C#N)cc1OC	17
CCOC(=O)c1ccc(NC(=O)CC2S/C(=N\N=C/c3ccco3)NC2=O)cc1 (stereo not drawn)	-10
Cc1cc(=O)[nH]c(NN=C/C=C/c2ccccc2)n1	-7
CC(C)N(C(=O)CSc1ccc(NC(=O)C2CC2)nn1)C(C)C	1
COc1cc(C)c(Br)cc1S(=O)(=O)N1CCC(C(N)=O)CC1	-20
COc1ccc(Cl)cc1NC(=O)CN1CCN(c2cccc(C)c2C)CC1	-4&24
Cn1cccc1C=NNC(=O)c1cc(-c2cccs2)nc2ccccc12	56
CCCN(CCC)S(=O)(=O)c1ccc(C(=O)Oc2cc3c(C(=O)OCC)c(C)n(-c4ccccc4)c3c3ccccc23)cc1	2
Cc1ccc(-n2ncc3c(NNC(=O)c4cccc(Cl)c4)ncnc32)cc1C	3
Cc1cc(N2CCOCC2)nc(Nc2ccc(NC(=O)c3ccc(-c4ccccc4)cc3)cc2)n1	-10
CC(=O)c1sc(NC(=O)c2cc(Cl)cc(Cl)c2)nc1C	-17
O=C(N1CC(c2nc(-c3cccc(C(F)(F)F)c3)no2)C1)C1(c2cccs2)CCCC1	-3
Cc1ccc(CNC(=O)Cn2nc(C3CC3)c3cnn(-c4cccc(Cl)c4)c3c2=O)cc1	-4
O=C(CCS(=O)(=O)c1ccccc1)Nc1nc(-c2ccc(Cl)s2)cs1	-5
CC(Oc1ccc(Cl)cc1)C(=O)NN=Cc1ccsc1 (stereo not drawn)	-3
CCOc1ccccc1[C@@H]1CC(c2ccc(NS(=O)(=O)CC)cc2)=NN1C(=O)c1ccco1	-4
Cc1cc(C=NNC(=O)c2cccc([N+](=O)[O-])c2)c(C)n1-c1ccc(Cl)cc1Cl	17
Cc1ccc(NC(=O)c2ccccc2-c2nc3ccccc3[nH]2)cc1C	-5
NC(=NOC(=O)c1cccc(Cl)c1)c1cccnc1	7
CCOc1cccc(CNC(=O)C2CCCN(c3ncnc4c3oc3ccccc34)C2)c1 (stereo not drawn)	9

Reprinted at random: four records from the list
SMILES	SSB-PriA inh
CC(C)N(C(=O)CSc1ccc(NC(=O)C2CC2)nn1)C(C)C	1
CC(=O)c1sc(NC(=O)c2cc(Cl)cc(Cl)c2)nc1C	-17
Cc1cc(N2CCOCC2)nc(Nc2ccc(NC(=O)c3ccc(-c4ccccc4)cc3)cc2)n1	-10
Cc1cc(C=NNC(=O)c2cccc([N+](=O)[O-])c2)c(C)n1-c1ccc(Cl)cc1Cl	17

Continued:
SMILES	SSB-PriA inh
COc1ccc(C(O)=C2C(=O)C(=O)N(c3cc(C)on3)C2c2ccccc2OC)cc1C (stereo not drawn)	1
O=C(Nc1nc(C(=O)Nc2ccc3c(c2)Cc2ccccc2-3)co1)c1ccsc1	-14
CC(C)(C)OC(=O)N1C2CCC1CC(O)C2 (stereo not drawn)	-11
O=C(Nc1cccc(Br)c1)[C@H]1Nc2ccccc2S(=O)(=O)N1	-7
O=C(CN1CCOCC1)Nc1ccc(Br)cc1C(=O)c1ccccc1Cl	-23
COCCNc1nc(SC)nc2c1cnn2CCNC(=O)c1cccs1	-7
O=C(Nc1nccs1)c1cn(Cc2ccc(F)cc2)cc2c(=O)n(-c3ccccc3)nc1-2	-15
COc1ccc2c(c1)CCC[C@@]2(O)CNC(=O)C(=O)Nc1ccon1	-21
CC(C)CS(=O)(=O)C1CCN(C(=O)CCc2ccc(Cl)c(Cl)c2)CC1	-4
Cc1ccc(-n2ncc(C#N)c2N=CN2CCN(C)CC2)cc1	-13
COc1ccc(-c2nnc3ccc(OCCNC(=O)Nc4cccc(C)c4)nn23)cc1OC	-7
CCOc1ccc(C=NNC(=O)Nc2ccccc2)cc1	-7
CCOc1ccc(NC(=O)C2CCN(c3ccc(-c4ccco4)nn3)CC2)cc1	-5
CN(C)c1nccc2c1CCCN2	-9
Cc1ccccc1-n1c(O)c(C=NNC(=O)c2ccccc2O)c(=O)[nH]c1=S	29
CC(C)(C)NC(=O)N1CCC(CNS(=O)(=O)c2cccc3cccnc23)CC1	-7
Cc1cccc(C)c1NC(=O)Cc1csc(SCC(=O)Nc2ccc(F)cc2)n1	-6
O=C(Cc1ccccc1)NN=Cc1cc(Br)c(Br)o1	5
NC(=NOC(=O)c1ccccc1[N+](=O)[O-])c1cccnc1	12
CCOC(=O)c1csc(NC(=O)c2cc(C)n(C)n2)n1	-9

Rewritten as labelled records: three of the compounds above.
O=C(Nc1nccs1)c1cn(Cc2ccc(F)cc2)cc2c(=O)n(-c3ccccc3)nc1-2
  SSB-PriA inh: -15
COc1ccc2c(c1)CCC[C@@]2(O)CNC(=O)C(=O)Nc1ccon1
  SSB-PriA inh: -21
CC(C)CS(=O)(=O)C1CCN(C(=O)CCc2ccc(Cl)c(Cl)c2)CC1
  SSB-PriA inh: -4

Further records.
SMILES	SSB-PriA inh
Cc1onc(-c2ccccc2Cl)c1C(=O)NCc1n[nH]c(=O)c2ccccc12	3
Cn1c(-c2ccccn2)nn(CCNC(=O)C(C)(C)Oc2ccc(Cl)cc2)c1=O	4
O=C(NCCCS(=O)(=O)N1CCN(c2ccccn2)CC1)c1ccc(Br)o1	-21&-6
Oc1c(C=CC=CC=Nc2ccccc2)sc(=S)n1Cc1ccccc1	-1
Cc1cc(C(=O)Nc2nc(C(=O)Nc3ccc4sc(C)nc4c3)co2)c(C)o1	-3
CC(O)(CNC(=O)c1c(F)cccc1Cl)c1cc2ccccc2s1 (stereo not drawn)	-9
CCOc1ncccc1C(=O)Nc1ccccc1Cc1nc(-c2cccs2)no1	-18
CCOc1cccc(C=NNS(=O)(=O)c2ccc(C)c([N+](=O)[O-])c2)c1O	19
CS(=O)(=O)N1CCC(c2nn(CC(=O)OCc3ccccc3)c(=O)n2-c2cccs2)CC1	-22&-8
Clc1cncc(Cl)c1N/N=C/c1ccccn1	i
O=C(Nc1ccc(-c2ccc3nnc(-c4ccccn4)n3n2)cc1)c1cccc2ccccc12	-19&-2
CC1CCc2nc(NC(=O)C3CCCN3S(=O)(=O)c3ccc(Cl)s3)sc2C1 (stereo not drawn)	2
O=C(NCCCS(=O)(=O)N1CCN(c2ccccn2)CC1)C1CCCC1	14
COc1ccc(Br)c(C(=O)NCCCc2cnoc2)c1	4
CC(C)CCn1c(O)c(N=Nc2c(Cl)cc(Cl)cc2Cl)c2ccccc21	-9
CCOc1ccc(C=NNc2cc(N3CCOCC3)nc(C)n2)c(O)c1	5
Cn1nc(-c2ccc(F)cc2)cc1C(=O)NCCc1ccoc1	0
CCC(=O)N1N=C(c2ccco2)CC1c1cn(-c2ccccc2)nc1-c1ccc(C)cc1 (stereo not drawn)	24
CCc1nnc(NS(=O)(=O)c2ccc(NC(=O)c3c(F)cccc3F)cc2)s1	-5
Cn1cc(C(=O)NCc2cccs2)c2nn(-c3ccccc3)c(=O)c-2c1	4

Taken from above:
SSB-PriA inh, CCOc1ccc(C=NNc2cc(N3CCOCC3)nc(C)n2)c(O)c1 is entered as 5
SSB-PriA inh, CC(C)CCn1c(O)c(N=Nc2c(Cl)cc(Cl)cc2Cl)c2ccccc21 is entered as -9
SSB-PriA inh, Cc1onc(-c2ccccc2Cl)c1C(=O)NCc1n[nH]c(=O)c2ccccc12 is entered as 3
SSB-PriA inh, Oc1c(C=CC=CC=Nc2ccccc2)sc(=S)n1Cc1ccccc1 is entered as -1

Copied from the results shown for reference:
SMILES	SSB-PriA inh
Cc1onc(-c2ccccc2Cl)c1C(=O)NCc1n[nH]c(=O)c2ccccc12	3
Cn1c(-c2ccccn2)nn(CCNC(=O)C(C)(C)Oc2ccc(Cl)cc2)c1=O	4

(next part)
SMILES	SSB-PriA inh
COc1ccc(-c2nonc2NC(=O)C(C)C)cc1OC	-9
O=C(NNc1nc(-c2ccccc2)c2cc(Br)ccc2n1)C12CC3CC(CC(C3)C1)C2	5
CN1CCN(c2nc3ccc(NC(=O)c4cc5ccccc5o4)cc3s2)CC1	-14
COc1ccc(C(=O)Nc2sc(-c3ccccc3)cc2C(N)=O)cc1	-12
O=C(CSc1nnc2ccc3ccccc3n12)Nc1ccc2c(c1)OCCO2	-23&-8
Cc1ccc(NC(=O)CN2CCCN(Cc3ccc(Cl)cc3)S2(=O)=O)cc1Cl	-9&-2
CC(=NNC(=O)CSc1nc2ccccc2n1C)c1ccco1	4
CC1(C)C2CC=C(C=NNC(=O)c3ccc(O)cc3)C1C2 (stereo not drawn)	-6
COc1ncc(NS(=O)(=O)c2cccs2)cn1	-7
O=C(NC[C@@H](c1cccs1)S(=O)(=O)c1ccc(Cl)cc1)C1CCCCC1	-7
O=C1CCC(C(=O)N2CCN(c3ccc(-c4ccc5c(c4)OCO5)nn3)CC2)N1 (stereo not drawn)	-8
Cn1ccc(C(=O)Nc2nnc(-c3ccc(F)cc3)o2)n1	0
O=C(NCc1cc(C2CC2)n(C2CCCC2)n1)C1(c2ccccc2)CCOCC1	-7
O=C(COc1ccccc1F)NCC(O)c1ccc2c(c1)CCO2 (stereo not drawn)	-18
CCOCC(=O)NCc1ccc(C(=O)c2ccccc2)s1	9
Cc1ccccc1Cn1nnc2c(=O)n(Cc3nc(-c4ccc5c(c4)OCO5)no3)cnc21	-8
Cc1ccc(NN=C2CS(=O)(=O)N(C)c3ccsc32)cc1	28
O=C(Nc1nc(-c2ccc3c(c2)CCCC3)cs1)c1nc2ccccc2s1	-2
Cc1cc(C)n(Cc2ccc(C(=O)NN=Cc3ccc(-c4ccc([N+](=O)[O-])cc4)o3)o2)n1	1
O=C(COc1ccc(Cl)cc1)NCC(c1cccs1)N1CCOCC1 (stereo not drawn)	-3
NC(Cc1ccccc1)=NOC(=O)c1cccc2ccccc12	-28
CC(C)CS(=O)(=O)C1CN(C(=O)c2ccccc2Br)C1	3
CS(=O)(=O)c1ccc(CC(=O)Nc2nnc(-c3cc4ccccc4o3)o2)cc1	10
COc1ccc(C(=O)O)nn1	-1
COc1cc(CSc2nnc(-c3ccc(Cl)s3)o2)cc(OC)c1	-6
O=C(CSc1nnc2ccc(-c3ccc(Cl)cc3)nn12)N1CCN(c2ccccc2)CC1	4&5
CCOC(=O)Cc1csc(NC(=O)CN2CC(c3nc(C)no3)C2)n1	-13
COc1ccc(CCC(=O)N(Cc2nn(C)c3c2CCC3)C2CCCC2)cc1	-1
O=C(Cn1cnc2ccccc21)N1CCCCC1	-1
COc1ccc([C@@H]2CC(=O)N(CC(=O)NCc3ccco3)c3ccccc3S2(=O)=O)cc1OC	-12
Cc1cc(SCC(=O)N2CCCc3ccccc32)n2ncc(-c3ccccc3)c2n1	-7
O=C(COc1ccccc1)OCN1C(=O)c2ccccc2C1=O	-9
Fc1ccc(COc2ccc(Cl)cc2C=NNc2nc(N3CCCC3)nc(N3CCCC3)n2)cc1	2
COc1coc(C(=O)Nc2nc(C)cs2)cc1=O	-18&-11
CCc1nnc(-c2ccc(NC(=O)c3ccccc3OC)cc2)o1	-5
COc1cc(-c2cc(C(=O)N/N=C\c3ccco3)[nH]n2)ccc1OC(C)C	14
CC(C)(C)c1ccc(C2C(=C(O)c3ccc4c(c3)OCCO4)C(=O)C(=O)N2CCCN2CCOCC2)cc1 (stereo not drawn)	0
O=C(CC1CSc2nc3c(c(=O)n21)CCCC3)NCc1ccc(F)cc1 (stereo not drawn)	-18
O=C(/C=C/c1ccco1)NCCCS(=O)(=O)N1CCN(c2ccc(F)cc2)CC1	-5
Cc1cc(C(=O)NN=Cc2ccc[nH]2)n[nH]1	-2
CN(C)CCN(C(=O)c1ccc(S(=O)(=O)N2CCCC2)cc1)c1nc2cc3c(cc2s1)OCCO3	13
O=C(CON=Cc1cccc([N+](=O)[O-])c1)Nc1ccc2ccccc2c1	11
O=C(NCC(c1ccsc1)N1CCc2ccccc2C1)C(=O)NC1CCCC1 (stereo not drawn)	-17
O=C(CCc1ccc(Cl)c(F)c1)N1CCC(S(=O)(=O)Cc2ccco2)CC1	-12
O=S(=O)(c1cc(F)ccc1F)N1CCC(c2nc3ccccc3[nH]2)CC1	-8
C[C@@H](Cc1ccoc1)NS(C)(=O)=O	-12
CCCCC(=O)NN=Cc1c(O)n(CC)c(=S)[nH]c1=O	20
CC(CC(=O)Nc1ccccc1-c1ccccc1)=NNC(=O)COc1ccc(C)cc1Br	-16
Cn1c(=O)oc2ccc(S(=O)(=O)N3CCC(S(=O)(=O)Cc4ccco4)CC3)cc21	2
O=c1c2nc(N3CCCC3)sc2c(-c2cccs2)nn1Cc1cccc(F)c1	-9
O=C(O)c1ccc(NN=Cc2cc(Br)cs2)cc1	17
COc1ccccc1NC(=O)c1ccc(N2CC3CC(C2)c2cccc(=O)n2C3)c(NC(=O)c2ccccc2Cl)c1 (stereo not drawn)	-7
COc1ccc(C(=O)Oc2cc(C=NNS(=O)(=O)c3ccccc3)ccc2OC)cc1	-2
CS(=O)(=O)c1ccccc1C(=O)Nc1nnc(-c2ccc(Cl)cc2)o1	4
CC(C)n1c(=O)c2ccccc2n(Cc2nc(-c3ccc4c(c3)OCO4)no2)c1=O	-9
c1ccc(-c2[nH]c3ccccc3c2-c2ccccc2)cc1	-8
CCOCC(=O)NCC1(c2cccs2)CCOCC1	-2
Cc1cc(=O)[nH]c(-n2nc(C)c(CCC(=O)Nc3cc(C)on3)c2C)n1	-9
COC(=O)Nc1ccc(S(=O)(=O)N(Cc2ccoc2)Cc2cccs2)cc1	4
Cc1noc(-c2sccc2NC(=O)[C@H]2CC(=O)N(c3ccc(F)cc3)C2)n1	-5
Continuation:
SMILES	SSB-PriA inh
O=C(NCCn1ccc(-c2ccsc2)n1)c1ccco1	5
Cn1ccnc1SCc1cc(=O)c(OC(=O)CC2CCCCC2)co1	1
O=c1ccc(-c2ccc(F)cc2)nn1CCNS(=O)(=O)CCc1ccccc1	-2
CC1=C(C(=O)Nc2ccccc2)C(c2ccc(Br)cc2)n2nc(CCCO)nc2N1 (stereo not drawn)	6
COC(=O)c1ccc(Oc2ncnc(N)c2[N+](=O)[O-])cc1	-4
O=C(C1CC=CCC1)N1CCC(c2ccc3c(c2)OCO3)C1 (stereo not drawn)	-4
Cc1nc(N2CCCC2)nc(C)c1NC(=O)c1c(F)cccc1Cl	-8
COc1ccccc1OCC(=O)NCC1CCN(C(C)C)CC1	-4
Cc1ccc(Cl)cc1NC(=O)CSc1nc2c(sc(=S)n2-c2ccccc2)c(=O)[nH]1	2
